Screening data as filed in PubChem.
TAG inh = triacylglycerol accumulation inhibition; H9c2 cells, Nile Red lipid (TAG) fluorescence; cells loaded with 200 µM oleic acid; inhibition, % at 12.5 µM; 230,000 tested, 0.66% active; AID 651582;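 active = pattern-corrected inhibition of lipid staining of at least 50% with the nuclear-stain viability signal not falling by more than 50%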;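 also: 0% = DMSO wells and 100% = triacsin C control wells; some results filed as inactive read as strong as hits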
TAG inh DAPI viability = also measured in TAG inh; calls as there; DAPI nuclei signal change (viability), lower = more cytotoxic, %;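 whole-well DAPI fluorescence read on a plate reader as a viability signal; minus 50 percent equals half of cells still viable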
An asterisk follows results filed as active; i = inactive.

SMILES | TAG inh | TAG inh DAPI viability
CCN1/C(=C2\C(=O)N(C)C(=S)N2c2ccccc2)C=Cc2ccccc21 | 2 | -4
CC(NC(=O)C1CC(=O)N(c2ccc3c(c2)OCCO3)C1)c1ccccc1 (configuration not stated) | -2 | 3
Cc1nc(SCc2nc3ccc([N+](=O)[O-])cc3[nH]2)c2oc3ccccc3c2n1 | 11 | -9
O=C(NCCC1CCCCN1S(=O)(=O)c1ccc(F)cc1)C(=O)NCCN1CCOCC1 (configuration not stated) | 10 | 0
CC1NC(=O)NC1CCCCCC(=O)Nc1ccc(F)c(Cl)c1 (configuration not stated) | -8 | 6
COC(=O)c1sccc1NC(=O)Nc1ccc(OC)c(OC)c1 | -2 | 9
Cc1ccc(NC(=O)c2ccc(Br)o2)cc1S(=O)(=O)N(C)C | 5 | -18
COc1ccc(C(=O)N2CCC2)cc1S(=O)(=O)NCc1ccc(Cl)cc1 | 11 | 0
COc1ccc(-c2cc(CS(=O)(=O)c3ccccc3)on2)cc1 | -13 | 5
O=C(O)c1ccc(/C=N/N2CCN(Cc3cccc4ccccc34)CC2)cc1 | 13 | 3

Single entries from the list.
Entry of CCN1/C(=C2\C(=O)N(C)C(=S)N2c2ccccc2)C=Cc2ccccc21 under TAG inh DAPI viability: -4
Entry of COC(=O)c1sccc1NC(=O)Nc1ccc(OC)c(OC)c1 under TAG inh: -2
Entry of CC1NC(=O)NC1CCCCCC(=O)Nc1ccc(F)c(Cl)c1 (configuration not stated) under TAG inh: -8
Entry of O=C(O)c1ccc(/C=N/N2CCN(Cc3cccc4ccccc34)CC2)cc1 under TAG inh DAPI viability: 3

Sorted by formula weight (falling): some entries from above.
SMILES | TAG inh | TAG inh DAPI viability
COc1ccc(C(=O)N2CCC2)cc1S(=O)(=O)NCc1ccc(Cl)cc1 | 11 | 0
O=C(O)c1ccc(/C=N/N2CCN(Cc3cccc4ccccc34)CC2)cc1 | 13 | 3
CCN1/C(=C2\C(=O)N(C)C(=S)N2c2ccccc2)C=Cc2ccccc21 | 2 | -4
COc1ccc(-c2cc(CS(=O)(=O)c3ccccc3)on2)cc1 | -13 | 5

Next part:
SMILES | TAG inh | TAG inh DAPI viability
CCCn1c(N)c(C(=O)COC(=O)COc2ccc(Cl)c(C)c2)c(=O)n(C)c1=O | 6 | -12
Cc1ccc(N(CC(O)COCc2ccco2)S(=O)(=O)c2ccc(C)cc2)cc1 (configuration not stated) | -18 | 7
Cc1ccccc1OCc1nnc(SCC(=O)Nc2ccc3nc(SCC(=O)NC(C)(C)C)sc3c2)n1C | 3 | -8
CCN1CCCC1CNc1ncnc2c1[nH]c1ccc(F)cc12 (configuration not stated) | 14 | 10
O=C(COC(=O)Cn1cnc2ccccc21)NCCC1=CCCCC1 | 14 | 5
Nc1ncnc2c1ncn2[C@@H]1O[C@H](CNS(=O)(=O)CCCCl)[C@@H](O)[C@H]1O | -4 | -1
Cc1ccc(C(=O)Nc2ccc(N3CCOCC3)cc2N2CCOCC2)cc1 | 5 | -2
CC(C)c1ccc(NC(=S)NC2CCCCCC2)cc1 | -17 | 2
CCNC(=O)c1cc2c(=O)n3cccc(C)c3nc2n(Cc2ccc(C)cc2)c1=N | 27 | i
Cc1cc(C)n2nc(SC(C)C(=O)N3CCOCC3)nc2n1 (configuration not stated) | -16 | 6
Cc1ccccc1-c1nn(-c2ccccc2)cc1C(=O)NCC(c1ccco1)N1CCCC1 (configuration not stated) | 2 | 21
COc1cccc(-c2nn(-c3ccccc3)cc2CO)c1 | -27 | -7
CCN(CC(=O)Nc1cc(Cl)ccc1C)C(=O)CCc1nc2ccccc2c(=O)[nH]1 | 4 | -2
CC[C@]12C(=O)N(C)C[C@H]([C@@H]3C(=O)N(Cc4ccccc4)C(=O)[C@@H]31)N2C(=O)c1ccc(F)cc1 | -17 | -2
CC(=O)NCCC(=O)Nc1cc(S(=O)(=O)N2CCCCC2)ccc1Oc1ccccc1 | -14 | 7
CCC1CCc2c(sc(NC(=O)c3cccnc3)c2C(N)=O)C1 (configuration not stated) | -2 | 0
CCCc1cc(=O)[nH]c(SCC(=O)Nc2ccc(OCc3ccccc3)cc2)n1 | 1 | 3
CC(=O)c1ccc(Nc2nc(C(N)c3ccccc3)cs2)cc1 (configuration not stated) | 13 | 9
O=C(C1CCC(=O)N(C2CC2)C1)N1CCC(Oc2cccc(F)c2)CC1 (configuration not stated) | -5 | -1
CC(=O)N1CCN2C(=O)C1CCCC(=O)c1cc(C3CCCCC3)ccc12 (configuration not stated) | 8 | -4
COc1cc(Cl)ccc1OCc1cc(C(=O)N(C)Cc2nnc(C)o2)no1 | 27 | -12
Cc1ccc(OCc2ccc(C(=O)NN)o2)cc1C | -1 | 11
OCC1CCCCN1C(=S)Nc1ccc(Cl)cc1Cl (configuration not stated) | 3 | 24
COc1ccc(-c2cc(C(=O)N3CCN(c4ncccn4)CC3)c3ccccc3n2)cc1OC | -1 | -9
O=[N+]([O-])c1cccnc1N1CCC(c2cc(-c3cccc(C(F)(F)F)c3)n[nH]2)CC1 | 13 | 4
CN1CCN(CCc2nc3cc(NC(=O)COc4ccccc4)ccc3n2C)CC1 | 18 | -9
O=C(c1cccc([N+](=O)[O-])c1)N1CCCC(C(=O)N2CCN(c3ccccc3)CC2)C1 (configuration not stated) | 1 | 3
COc1cc(C(=O)NCCC2=CCCCC2)ccc1OCc1c(C)noc1C | 15 | -3
N#CCCN(CCC#N)S(=O)(=O)c1ccc(C(=O)Nc2nnc(C3=COCCO3)o2)cc1 | 5 | -12
COc1ccc(C(=O)CN2CCN(c3ccc(F)cc3)CC2)cc1 | -7 | -3
O=C(NCCCn1ccnc1)/C(=C\c1cccs1)NC(=O)c1cccs1 | 11 | 9
COc1ccc(CN2CC[C@H]3C=CC[C@@H](C(=O)N4CCOCC4)[C@H]3C2=O)cc1OC | 4 | -1
O=C(Nc1ccnn1C1CCN(Cc2ccc(F)cc2)CC1)C1CC1 | -1 | 1
O=[N+]([O-])c1cccc(/C=C/c2ccncc2)c1 | 1 | 1
CCOP(=O)(OCC)C(NC(=O)/C=C/c1ccc(OC)cc1)c1ccccc1 (configuration not stated) | 4 | -16
Cc1cc(Nc2ccccc2)nc(N2CCOCC2)n1 | 28 | -3
O=C(COC(=O)c1cc(-c2ccccn2)nc2ccccc12)Nc1ncc(C(F)(F)F)cc1Cl | -5 | 5
COc1ccc(S(=O)(=O)Nc2cccc(F)c2)cc1C | -35 | -6
CN1CCN(c2cc(-c3cc(O)c4ncccc4c3)ccn2)CC1 | 77* | -15*
Cc1ccc(N2CC(C(=O)OCC(=O)Nc3ccc(Cl)cc3)CC2=O)cc1 (configuration not stated) | -9 | 0
COc1ccc(Cl)cc1C(=O)NCC(=O)OCc1ccccc1 | -5 | 4
Cc1[nH]c2ccccc2c1C(=O)COc1ccccc1F | -15 | 3
Cc1cc(NC(=O)CN2CCCCC2)no1 | -3 | -6
CCOC(=O)c1cc(NC(=O)NCc2ccco2)c(C)nc1C | -3 | -2
Cc1ccc(S(=O)(=O)N(C)c2ccc3c(ncn3C)c2[N+](=O)[O-])cc1 | -4 | 0
O=C(NC1CC2CCC1C2)c1ccc(CN2CCOCC2)cc1 (configuration not stated) | 8 | -5
CC(Sc1nnc(C2CC2)n1C)C(=O)Nc1ccc2c(c1)CCC2 (configuration not stated) | -3 | -4
COc1cccc(C(c2nnnn2CCc2ccccc2)N2CCN(c3ccccc3)CC2)c1OC (configuration not stated) | 18 | 2
NC(=O)COC(=O)c1cc(Cl)cc(Cl)c1N | -4 | 11
COc1cc2c(cc1N/C=C(\C#N)c1nc(-c3ccc(F)cc3)cs1)oc1ccccc12 | 9 | 18

A different layout for 2 compounds above.
Screens in order: TAG inh | TAG inh DAPI viability
O=C(NC1CC2CCC1C2)c1ccc(CN2CCOCC2)cc1 (configuration not stated)
  8 | -5
CC(Sc1nnc(C2CC2)n1C)C(=O)Nc1ccc2c(c1)CCC2 (configuration not stated)
  -3 | -4

(list continues)
SMILES | TAG inh | TAG inh DAPI viability
Cc1cccc(OCC(=O)Nc2ccc3c(c2)OCO3)c1C | 19 | -9
CN(Cc1cccs1)C(=O)CNC(=O)c1ccco1 | -10 | 3
COc1ccc(-c2cc(C(=O)OCC(=O)NC3CC3)c3ccccc3n2)cc1OC | -3 | 11
CC(NC(=O)c1ccccc1)C(=O)OCC(=O)Nc1cccc(S(=O)(=O)N2CCCC2)c1 (configuration not stated) | 25 | -5
Cc1c(NC(=O)CSc2nc(N)cc(N)n2)c(=O)n(-c2ccccc2)n1C | 6 | -2
CCCN(C(=O)CSc1ncnc2sccc12)c1c(N)n(Cc2ccccc2)c(=O)[nH]c1=O | -18 | -4
Cc1cc(/C=N\NC(=O)COc2cccc3cccnc23)c(C)n1-c1ccccc1 | 1 | 10
CCN(CC)CCCC(C)NC(=O)c1ccc(C(F)(F)F)cc1 (configuration not stated) | -5 | -4
CCN1CCCC1CNCc1ccc(OCc2ccc(Cl)nc2)c(OC)c1 (configuration not stated) | 1 | -2
O=C(CSCc1c(Cl)cccc1Cl)NCc1ccccn1 | 2 | 4
Cc1ccc(-c2nnc(N3CCN(C(=O)CSc4ncn[nH]4)CC3)c3ccccc23)cc1 | -16 | 0
CSC1=C(C#N)C(c2ccccc2)C(C(C)=O)=C(C)N1 (configuration not stated) | 5 | 2
O=C(CSc1ccc2ccccc2n1)c1ccccc1 | 7 | -12
COc1ccccc1C(=O)Nn1cnnc1 | 5 | 3
COc1ccccc1-c1cccc([C@@H]2C[C@H]3[C@H](CON3C)CN2C(C)=O)c1 | -4 | -4
COc1ccc2c(c1)[nH]c1c(=O)n(CCN3CCOCC3)cnc12 | -1 | 5
Cc1cccc(C)c1OCc1cc(C(=O)N(C)Cc2nc3ccccc3[nH]2)no1 | 10 | -8
CCN(C(=O)/C=C/c1cc(OC)c(OC)c(OC)c1)C1CCCCC1 | 0 | -6
COc1ccc(/C=C(\C#N)C(=O)OCC(=O)NC(C)c2ccccc2)cc1 (configuration not stated) | 8 | -1
Cc1ccc(/C=C/c2nc3ccccc3c(=O)[nH]2)cc1 | 9 | 14
COc1ccccc1NC(=O)CS(=O)(=O)c1cccc2nsnc12 | 0 | 2
COc1cc(OC)cc(C(=O)N2CCN(S(=O)(=O)c3ccc(Cl)s3)CC2)c1 | -1 | -3
CC(C)C[C@@H](CNCC(=O)[C@H](Cc1ccccc1)NC(=O)c1[nH]cnc1C(=O)N[C@@H](C)CN)NC(=O)c1nc[nH]c1C(=O)N[C@@H](CC(=O)O)C(=O)O | 11 | -6
CN(CC(=O)Nc1ccc([N+](=O)[O-])cc1Br)Cc1c(F)cccc1Cl | -4 | 2
O=C(c1c(Cl)cccc1Cl)N1CCN(c2cccc3[nH]ccc23)CC1 | -9 | 12
NC(=O)C1CCN(CC(=O)Nc2ccc3c(c2)OCO3)CC1 | -3 | -1
CC1CCN(C(C)C(=O)Nc2ccccc2-c2ccccc2)CC1 (configuration not stated) | -32 | 12
COc1ccc(Cl)cc1-c1nc(SCC(N)=O)n[nH]1 | 0 | 6
C=C1CCN([C@@H](Cc2ccccc2)C(=O)NCCC(C)C)S(=O)(=O)c2ccccc21 | 9 | -6
CSCCC(N=C(NS(=O)(=O)c1ccccc1)c1ccccc1)C(=O)O (configuration not stated) | -12 | 5
COc1ccc(S(=O)(=O)N2CCC(C(=O)N[C@H](C(=O)NCc3ccccc3)C(C)C)CC2)cc1 | 2 | -6
Cc1cc(OCC(=O)O)c2cccc(C)c2n1 | -7 | 3
COc1ccc(S(=O)(=O)Nc2ccccc2C)cc1 | -1 | -10
COc1ccc(C2CCCN2C(=S)Nc2c(C)cccc2C)cc1OC (configuration not stated) | -9 | 4
COc1cc(/C=C/C(=O)Oc2coc(CSc3ncccn3)cc2=O)cc(OC)c1OC | -12 | 1
COCCn1c(=S)[nH]c2cc(C(=O)NC3CCCC(C)C3C)ccc2c1=O (configuration not stated) | 4 | -3
O=S1(=O)CCC(NC(=S)N2CCOCC2)C1 (configuration not stated) | -7 | 5
Nc1nc(N2CCN(c3ccc(Cl)cc3)CC2)n[nH]1 | -9 | 3
CCOc1ccc(NC(=S)NNc2ccnc3cc(Cl)ccc23)cc1 | 36 | 6
O=C(N1CCCCC1)N1CCN(S(=O)(=O)c2ccc(Cl)cc2)CC1 | 4 | -10
Cc1ccc(NC2=NC(c3ccc(F)cc3)n3c(nc(C)cc3=O)N2)cc1 (configuration not stated) | -5 | -2
CC1Cc2ccccc2N1C(=O)COC(=O)c1ccco1 (configuration not stated) | 11 | -8
NNC(=O)c1snnc1-c1ccccc1 | 20 | -6
CC(C)c1ccc(NC(=O)C[n+]2ccn(C3=C([O-])c4ccccc4C3=O)c2)cc1 | -7 | 6
C=CCN1C(=O)c2ccc(C(=O)N(C)CC(=O)Nc3ccccc3Cl)cc2C1=O | 0 | 5
CCCCC[C@@H]1C=C(C(=O)O)[C@H](c2ccc(Cl)c(Cl)c2)N1S(=O)(=O)c1ccc(C)cc1 | 11 | 3
Cc1c(=O)n(OCc2ccccn2)c2ccccc2[n+]1[O-] | -1 | 14
NC(=O)CN1C(=O)C2C3C=CC(C3)C2C1=O (configuration not stated) | 0 | -12
Cc1nnc(N2C(=O)c3cccc4cccc(c34)C2=O)s1 | 8 | 0
CN(Cc1ccon1)C(=O)CC1C(=O)NCCN1Cc1cccc(F)c1F (configuration not stated) | 8 | -5
COc1ccc(NC(=O)COc2ccc(-c3ccccc3)cc2)cc1 | -14 | -6
CCCCNC(=O)CSc1ccc(S(=O)(=O)N2CCOCC2)cn1 | 1 | -4

Not all compounds are listed; rates above refer to the full screens.
